# Bioassay records as filed in PubChem BioAssay.
# TDP1 cell noCPT: qHTS for Inhibitors of human tyrosyl-DNA phosphodiesterase 1 (TDP1): qHTS in cells in absence of CPT; DT40 Tdp1-/- hTDP1 cells, no CPT, ATP luminescence, 48 h; Potency, µM (titrated, usually from 46.2 µM), without a hit: at the highest dose activity change, negative = growth inhibition, most hits filed as inhibitors; actives 15% (n = 420,000); further: nearly all actives have a fitted effect of over 55% in size
#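 No-CPT arm: Tdp1-/-;hTDP1 DT40 cells (400/well) plus compounds, incubated ≥48 hr at 37 °C. Readout CellTiter-Glo luminescence.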
# TDP1 block: TDP1 (human) enzyme inhibition; Q9NUW8; recombinant TDP1, AlphaScreen DNA substrate cleavage; Potency, µM (doses to about 130 µM), inactives show top-dose activity change, negative = inhibition, hits mostly inhibitors; actives 0.28% (n = 350,000); further: nearly all actives have a fitted effect of over 40% in size
# Target sequence (Q9NUW8 whole entry, looked up): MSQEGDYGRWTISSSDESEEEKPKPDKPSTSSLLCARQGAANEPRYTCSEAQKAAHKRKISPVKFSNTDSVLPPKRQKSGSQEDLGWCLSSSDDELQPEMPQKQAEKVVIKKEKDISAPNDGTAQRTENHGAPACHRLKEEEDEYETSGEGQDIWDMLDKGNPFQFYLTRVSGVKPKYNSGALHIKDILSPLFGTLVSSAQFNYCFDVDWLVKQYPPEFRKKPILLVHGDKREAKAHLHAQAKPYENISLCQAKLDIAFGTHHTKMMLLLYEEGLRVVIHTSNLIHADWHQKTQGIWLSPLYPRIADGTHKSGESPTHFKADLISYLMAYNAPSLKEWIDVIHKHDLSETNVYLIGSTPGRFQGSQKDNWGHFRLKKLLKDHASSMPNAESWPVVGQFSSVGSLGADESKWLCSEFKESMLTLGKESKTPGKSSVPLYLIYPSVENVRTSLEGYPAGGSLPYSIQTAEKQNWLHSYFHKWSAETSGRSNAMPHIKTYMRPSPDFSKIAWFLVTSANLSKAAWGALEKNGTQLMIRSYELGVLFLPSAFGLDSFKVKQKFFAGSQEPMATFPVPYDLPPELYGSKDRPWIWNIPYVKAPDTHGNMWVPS
#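 Enzyme-compound mixtures sat 15 min at room temperature, followed by a 5 min reaction with 15 nM final substrate and 10 min with AlphaScreen beads. Recombinant human Tdp1 was used at 1 nM final.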
# DT40 TDP1 CPT: DT40-hTDP1 cell growth loss with CPT | chicken DT40 Tdp1-/-;hTDP1 cells + 20 nM CPT, ATP luminescence, 48 h | Potency, µM (highest dose often 46.2 µM), without a hit: top-dose activity change, negative = growth inhibition, most hits filed as inhibitors | actives 12% (n = 420,000) | AID 686979; further: nearly all actives have a fitted effect of over 55% in size
#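 Chicken DT40 Tdp1-/- cells complemented with human TDP1, 400 cells/well, exposed to compounds plus 20 nM camptothecin for at least 48 h at 37 C; viability read as ATP content by CellTiter-Glo luminescence.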
# An asterisk follows results filed as active; u = inconclusive; x = no result given; [ ] = remark or other dose. The call rests on the fitted dose curve; in most records, active means well fitted curve in the direction sought with a large enough effect; inconclusive means small, poorly fitted or top-dose-only effect, or another doubt; inactive means no such curve, though single readings can be large; an effect the other way counts as inactive or inconclusive. On the % scale 0 is the no-effect control and ±100 the full control effect; potency means the concentration at half of the fitted maximal effect.
# Below each compound – TDP1 cell noCPT | TDP1 block | DT40 TDP1 CPT
Cc1ccc(CNc2ncnc3onc(-c4ccc(F)cc4)c23)cc1
  u | -3% | u
CCCCNC(=O)C1c2ccccc2OCC(=O)N1CCc1ccccc1 (centres undefined)
  u | x | -26%
COc1ccc(-n2c(C)cc(C(=O)CN3C(=O)C(=O)N(Cc4ccccc4)C3=O)c2C)cc1
  u | 5% | u
CCOC(=O)/C=C/C(=O)OCC(=O)Nc1cccc(Br)c1
  u | -2% | -19%
C/C(=N\Nc1nc(C)cc(-c2ccccc2)n1)c1ccccc1
  u | x | u
CCN(Cc1cccs1)C(=O)CN1CCN(S(=O)(=O)c2ccc3c(c2)OCCCO3)CC1
  u | 0% | u
Cc1ccc(C(=O)N/C(=C\c2cccs2)C(=O)NCCc2ccccn2)cc1C
  -27% | 4% | -5%
Cc1noc(NS(=O)(=O)c2ccc(N/C=C\C(=O)c3cccs3)cc2)c1C
  -8% | 0% | -22%
O=c1[nH]c(=O)n(C2CCCO2)cc1Br (centres undefined)
  -4% | 8% | 6%
CCOc1ccccc1NC(=O)C(OC(=O)c1ccccc1O)c1ccccc1 (centres undefined)
  u | 4% | u
Cc1ccc(C(=O)NNC(=O)c2ccc(Br)s2)cc1S(=O)(=O)N1CCOCC1
  u | -5% | -29%
c1ccc2cc3[nH]c(CN4CCCCC4)nc3cc2c1
  -11% | 5% | -8%
O=c1c(CCc2ccccc2)nc2cnc(N3CCOCC3)nc2n1C[C@H]1CCCO1
  13% | x | u
COc1ccc(CCNC(=O)COC(=O)C23CC4CC(CC(C4)C2)C3)cc1
  u | 1% | u
Cc1ccc(OCC(=O)Nc2ccc(N3CCCC3)cc2)cc1C
  -5% | 10% | -23%
CC(C(=O)N1CCCc2ccccc21)N1CCN(c2ccccn2)CC1 (centres undefined)
  -1% | x | -20%
COc1ccccc1NC(=S)Nc1cccc2cnccc12
  23µM* | -3% | 26µM*
CCn1c(SC(C)C)nnc1-c1cc(-c2ccccc2)sc1N
  16µM* | 10% | u
CSc1ccc(CN2CCCC(N3CCN(c4ccccc4)CC3)C2)cc1 (centres undefined)
  u | x | u
COc1ccc(NS(=O)(=O)c2cccc(C(=O)NNC(=O)c3ccc(O)c(Cl)c3)c2)cc1
  -4% | 0% | -1%
CCc1ccc(CN(C)C(=O)c2cc(S(=O)(=O)N3CCN(CC)CC3)ccc2Cl)cc1
  18µM* | 1% | u
CC(=O)Nc1ccc(OC(=O)COc2ccc(Br)cc2)cc1
  23% | -3% | 1%
Cc1ccccc1NC(=O)CC1(c2ccc(N(C)C)cc2)C(=O)c2ccccc2C1=O
  -20% | 5% | -25%
CC(=O)Nc1ccc(S(=O)(=O)NC(CC(=O)N(C)Cc2ccccc2)C(C)C)cc1 (centres undefined)
  23µM* | 3% | 12µM*
CCN(C(=O)CSc1nnc(Cn2nnc3ccccc32)o1)c1nc(C)cs1
  u | 0%[56.1 µM] | u
COC(=O)CSc1nnc(-c2ccc(S(=O)(=O)N3CCCC3)cc2)n1C
  -7% | 8% | 8%
COCC(=O)Nc1ccc2nc3n(c(=O)c2c1)CCCCC3
  15% | x | 8%
CCOC(=O)c1ccc(-c2ccc(/C=C(\C#N)C(=O)Nc3ccc(C)cc3OC)o2)cc1
  -3% | 0%[12.3 µM] | 1%
O=C(Nc1cc(C(F)(F)F)ccc1F)C1CCC1
  -6% | 2% | -12%
COc1cc(OC)c(NC(=O)Nc2cccc(OCc3cc(=O)n4ccccc4n3)c2)cc1Cl
  13µM* | 3% | 18µM*
O=C(CN1CCN(C(=O)CNC(=O)c2ccc3c(c2)OCO3)CC1)Nc1ccccc1Cl
  -12% | 3% | -6%
Cc1[nH]c2ccc(C(=O)N3CCCCC3)cc2c1C
  u | 3% | -11%
O=C(NCc1ccccc1)c1ccc[n+]([O-])c1
  -2% | x | 4%
CN1C(C(=O)NCC2CC2)CC2Cn3c(nc4ccccc43)C21 (centres undefined)
  -6% | 1% | -24%
Cc1ccc(N(CCC(=O)O)S(=O)(=O)c2ccc(C)cc2)cc1
  -2% | 3% | 8%
COc1ccc(NC(=O)NNC(=O)c2ccc(-c3ccccc3)cc2)cc1
  -1% | -16% | u
CCCCn1c(N)c(N(CCOC)C(=O)CSc2ccc([N+](=O)[O-])cc2)c(=O)[nH]c1=O
  -19% | 2% | -12%
COc1ccc(OCCOCCN2CCOCC2)cc1
  2% | -5% | -14%
Nc1ccccc1Sc1cc(Cl)nnc1Cl
  u | -4% | 1%
CCOC(=O)c1c(NC(=O)CN2C(=O)C(=O)N(CC(C)C)C2=O)sc(C)c1CC
  -16% | 0% | -7%

# Arranged by count of non-hydrogen atoms (ascending): some entries from above
# Below each compound – TDP1 cell noCPT | TDP1 block | DT40 TDP1 CPT
Cc1ccc(N(CCC(=O)O)S(=O)(=O)c2ccc(C)cc2)cc1
  -2% | 3% | 8%
COc1ccc(NC(=O)NNC(=O)c2ccc(-c3ccccc3)cc2)cc1
  -1% | -16% | u
Cc1ccc(C(=O)NNC(=O)c2ccc(Br)s2)cc1S(=O)(=O)N1CCOCC1
  u | -5% | -29%
CCN(Cc1cccs1)C(=O)CN1CCN(S(=O)(=O)c2ccc3c(c2)OCCCO3)CC1
  u | 0% | u

# Record cards, from the list above. Order of screens: TDP1 cell noCPT	TDP1 block	DT40 TDP1 CPT
# Results for CC(=O)Nc1ccc(OC(=O)COc2ccc(Br)cc2)cc1 : 23%	-3%	1%
# Results for CCN(C(=O)CSc1nnc(Cn2nnc3ccccc32)o1)c1nc(C)cs1 : u	0%[56.1 µM]	u
# Results for O=C(CN1CCN(C(=O)CNC(=O)c2ccc3c(c2)OCO3)CC1)Nc1ccccc1Cl : -12%	3%	-6%
# Results for CC(C(=O)N1CCCc2ccccc21)N1CCN(c2ccccn2)CC1 (centres undefined) : -1%	x	-20%
# Results for CCn1c(SC(C)C)nnc1-c1cc(-c2ccccc2)sc1N : 16µM*	10%	u

# (more compounds)
# Below each compound – TDP1 cell noCPT | TDP1 block | DT40 TDP1 CPT
O=C(NCc1ccco1)c1ccc(S(=O)(=O)N2CCOCC2)cc1
  -10% | x | -18%
COc1ccc(C(=O)NC(=C(Cl)Cl)S(=O)(=O)c2ccc(C)cc2)cc1
  u | 5% | u
O=C(O)C(=O)Nc1ccc(NC(=O)C(c2ccccc2)c2ccccc2)cc1
  0% | x | 16%
COc1ccc(S(=O)(=O)N2CCCCC2)cc1NC(=O)CSc1nccn1C
  4% | 2% | 2%
Cc1ccnc(N2C(=O)c3ccccc3C2O)c1 (centres undefined)
  u | -3% | u
COc1ccc(Oc2ncc3nc(-c4ccc(F)cc4)c(=O)n(C)c3n2)cc1
  -10% | x | u
Cc1ccc(S(=O)(=O)N2CCC(C(=O)N3CCc4ccccc43)CC2)cc1C
  18µM* | -8% | u
CCC/C(C(=O)NCCO)=C1/c2ccccc2C(=O)N1c1ccccc1
  u | -1% | 1%
Cc1ccc(C(=O)N2CCCC(c3ccccc3)=N2)cc1
  -10% | -3% | 1%
CN(C)CCCN(Cc1cc2cc3c(cc2[nH]c1=O)OCO3)C(=S)Nc1cccc(Cl)c1
  29µM* | -7% | u
C=C(C)c1cccc(C(C)(C)NC(=O)NNC(=O)c2ccccc2O)c1
  u | 2% | 3%
COC(=O)N/N=C(\C)c1ccc(OC(F)F)cc1OC(F)F
  0% | 0% | 1%
CC(C)(C)c1ccc(CN(Cc2ccco2)c2cnc(S(C)(=O)=O)nc2C(=O)Nc2ccc(F)cc2)cc1
  u | 4% | u
O=C(Nc1ccc2c(c1)CCC2)c1cnn2c1NC(c1ccco1)CC2C(F)(F)F (centres undefined)
  -58% | 3% | 12µM*
CCn1c(SCc2nc3cc(OC)c(OC)cc3c(=O)[nH]2)nc2ccccc21
  u | 8% | u
COc1ccc(NC(=O)c2ccc(Cl)c(S(=O)(=O)N3CCc4ccccc4C3)c2)cn1
  23µM* | 8% | 21µM*
CCOC(=O)C1(CCOc2ccccc2)CCN(Cc2ccc3nonc3c2)CC1
  21µM* | -5% | u
Cn1c(N)c(C(=O)COC(=O)CSc2cccc3cccc(Cl)c23)c(=O)n(C)c1=O
  -28% | -8% | -18%
O=C(COc1ncnc2scc(-c3ccc(F)cc3)c12)NCc1ccco1
  -23% | -9% | -29%
O=C(COC(=O)c1cc([N+](=O)[O-])ccc1Cl)NC1CCCC1
  16% | x | -19%
COc1ccc(C(CNC(=O)c2ccc(-c3ccccc3Cl)o2)N2CCOCC2)cc1 (centres undefined)
  16µM* | 6% | 23µM*
CCc1nnc(NC(=O)CCC(=O)N2CCN(Cc3ccccc3)CC2)s1
  -20% | 5% | -13%
COc1ccccc1C(=O)C1CCCN(C(=O)c2ccc3c(c2)OCCO3)C1 (centres undefined)
  u | 0% | -23%
CCN1CCN(C(=O)c2cc(=O)c3cc(C)ccc3o2)CC1
  -4% | -1% | -7%
Clc1ccc(Br)cc1-c1nc(-c2ccncc2)no1
  -10% | 3% | -7%
COC(=O)C(CC(=O)O)NCc1ccco1 (centres undefined)
  22% | 0% | -18%
CC(C)c1ccc(Nc2nc(Nc3ccc(Cl)cc3)nc(N3CCOCC3)n2)cc1
  11µM* | 0% | u
CSc1ccccc1OCc1cc(C(=O)N(C)Cc2ccc(C)o2)no1
  u | 6% | 16µM*
C/C(=N\NC(=O)CCc1c[nH]c2ccccc12)c1cccc([N+](=O)[O-])c1
  u | 4% | u
O=S(=O)(Cc1ccccc1)N1CCC(c2nc(-c3cccs3)no2)CC1
  -23% | -7% | 9%
Cc1ccccc1CC(=O)N1CCCc2ccccc21
  u | 1% | -10%
CC1CCCCN1C(=O)C1CCN(c2nc(-c3ccccc3)nc3c2CCC3)CC1 (centres undefined)
  15µM* | 5% | 21µM*
O=C(Cn1c(C(=O)N2CCN(C3CCCCC3)CC2)cc2sccc21)c1ccccc1
  u | 2% | u
O=C1CCCc2nc(NCc3ccco3)ncc21
  -6% | 4% | 22%
O=C(Nc1cccc2c(=O)cc(-c3nn[nH]n3)oc12)c1ccc(OCCCCc2ccccc2)cc1
  -14% | x | 9%
COc1ccc(CN(C)CC(=O)Nc2ccccc2-c2ccccc2)c(OC)c1
  18µM* | 3% | u
CCOc1ccc(CCNC(=O)CCc2c(C)nc3c(c(C)nn3-c3ccccc3)c2C)cc1OCC
  13µM* | 7% | 15µM*
CN1c2ccccc2C(=O)C(=C2SCCCS2)S1(=O)=O
  u | 5% | -12%
CSc1ccc(OCC(=O)Nc2ccc(N3CCOCC3)c(Cl)c2)cc1
  u | 4% | u
OCCC1CN(CC2CCCCC2)CCN1CC1CCCCC1 (centres undefined)
  u | 3% | -25%
Cc1c(Cl)cccc1NC(=O)CCS(=O)(=O)c1ccc2c(c1)oc(=O)n2C
  -28% | 6% | -7%
CCCCCc1c(-c2ccc(Br)cc2)ncn1CCc1ccccc1OC
  4.6µM* | x | 6.5µM*
COc1cc(Cl)c(C)cc1NC(=O)COC(=O)c1cnc(C)cn1
  -7% | 1% | 6%
CCCCNC(=O)C1(C)CCCCN1C(=O)c1ccno1 (centres undefined)
  -1% | x | -5%
COc1ccc(C2C(C#N)=C(N)Oc3n[nH]c(C)c32)cc1CN1CCN(c2ccc(F)cc2)CC1 (centres undefined)
  u | 5% | u
COc1cc(OC)c2c(=O)cc(-c3cccnc3)oc2c1
  u | x | -28%
CCN(CC)c1ccc(C2CC(=O)Nc3cc(OC)c(OC)cc32)cc1 (centres undefined)
  u | 7% | -19%
CCOc1ccccc1-c1nc(-c2cc3ccc(C)cc3[nH]c2=O)no1
  u | -2% | 26µM*
Cc1cccc(NC(=O)c2ccccc2Br)n1
  -23% | 5% | -20%
COc1cccc(CNC(=O)C2CCN(S(=O)(=O)c3ccc4c(c3)OCCO4)CC2)c1
  -16% | 1% | -24%
COC(=O)c1ccc(CN2CCC(n3nccc3NC(=O)C3CC3)CC2)cc1
  7% | 2%[56.1 µM] | -3%
O=C(CCCCCn1c(=O)c2sccc2n(CC(=O)Nc2ccccc2F)c1=O)NCc1ccc2c(c1)OCO2
  -22% | 0% | u
CCOC(=O)CCCC(=O)N1CCOCCOCCOCC1
  -23% | 1% | 3%
COc1cc2ccccc2cc1C(=O)NC(=S)Nc1nnn(C)n1
  16µM* | 3% | 23µM*
COc1ccc(N2C(=O)C(Cc3ccccc3)NC2=S)cc1 (centres undefined)
  1% | 7% | 31%[activator]
N#Cc1ccc(/C=N/NC(=O)c2ccccc2F)cc1
  7% | 0% | 2%
COc1ccc(OC)c2c(C)cc(N3CCN(C(=O)c4ccc(C)cc4)CC3)nc12
  -20% | 0% | -4%
C=CCN(C(=O)c1ccc2c(c1)nnn2C)c1ccccc1
  -22% | 5% | -2%
Cc1cccc(N2CCN(C(=O)CCNS(=O)(=O)c3ccc4c(c3)CCN4C(=O)C3CC3)CC2)c1C
  18µM* | 2% | 18µM*
